# Screening data: PubChem BioAssay, several laboratories
# EP2 mod – modulates human prostaglandin E2 receptor EP2 signaling; hit rate 0.83% among 260,000; AID 940; induction, % at 25 µM; EP2-expressing cells, cAMP HTRF FRET, PGE2 co-stimulation;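 active means compounds whose cAMP rise, as percent of the full-agonist control response, exceeds 60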;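 further: rat C6 glioma line stably carrying human EP2 under a CMV promoter; the protocol text gives 20 µM as final concentration; 100% = response of wells given 1 µM PGE2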
# NPY2 pot ag – potentiators or agonists of human neuropeptide Y receptor Y2; cells expressing NPY-Y2, potentiator/agonist read-out; activation, % at 3.6 µM; hit rate 0.45% among 220,000; AID 1359; in the data active means activation above about 27%;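 further: cells stimulated with NPY near EC25 plus isoproterenol at EC100; 0% = vehicle plus submaximal agonist and 100% = vehicle plus saturating agonist; some results beyond the cut were filed as inactive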
# Target sequence (P49146 whole entry, looked up): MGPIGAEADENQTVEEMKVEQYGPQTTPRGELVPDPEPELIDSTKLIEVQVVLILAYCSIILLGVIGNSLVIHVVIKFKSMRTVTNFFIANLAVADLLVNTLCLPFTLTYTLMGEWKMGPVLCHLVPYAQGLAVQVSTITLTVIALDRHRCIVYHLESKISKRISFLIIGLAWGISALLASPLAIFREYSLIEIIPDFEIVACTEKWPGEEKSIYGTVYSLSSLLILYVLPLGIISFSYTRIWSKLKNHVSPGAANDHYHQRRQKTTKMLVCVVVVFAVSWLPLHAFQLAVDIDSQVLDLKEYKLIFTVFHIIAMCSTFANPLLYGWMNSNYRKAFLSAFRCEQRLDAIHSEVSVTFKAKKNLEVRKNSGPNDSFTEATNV
# CHOP inh – blocks CHOP induction under ER stress; CHO-K1 CHOP-promoter luciferase, tunicamycin-induced, 15-18 h; inhibition, % at 10 µM; hit rate 3.8% among 220,000; AID 2732;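 active means compounds that reduced the stress-induced luciferase reporter signal by more than about 70% of percent inhibition, limit read from the data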;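 further: 0% = tunicamycin plus vehicle and 100% = wells without tunicamycin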
# NPY1 pot ag – potentiators or agonists of human neuropeptide Y receptor Y1. hit rate 0.37% among 220,000. P25929. NPY-Y1 expressing cells, potentiator/agonist activation. activation, % at 3.6 µM; in the data active means activation above about 33%, passing the limit was not always enough;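 further: cells stimulated with NPY at EC10 then isoproterenol at EC100; 0% = low agonist plus stimulus and 100% = saturating agonist plus stimulus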
# Target sequence (P25929 whole entry, looked up): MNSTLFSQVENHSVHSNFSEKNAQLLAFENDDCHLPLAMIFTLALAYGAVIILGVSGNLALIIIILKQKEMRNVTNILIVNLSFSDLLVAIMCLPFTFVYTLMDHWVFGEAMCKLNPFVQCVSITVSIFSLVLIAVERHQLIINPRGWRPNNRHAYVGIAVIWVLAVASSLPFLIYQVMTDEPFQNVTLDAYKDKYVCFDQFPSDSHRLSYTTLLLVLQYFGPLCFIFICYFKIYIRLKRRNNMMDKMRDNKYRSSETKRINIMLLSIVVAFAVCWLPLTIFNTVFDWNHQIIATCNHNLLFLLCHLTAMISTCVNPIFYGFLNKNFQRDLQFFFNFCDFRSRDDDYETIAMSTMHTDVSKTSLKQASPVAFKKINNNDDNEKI
# TRPML3 ag – agonists of human TRPML3 channel; Q8TDD5; HEK293 TRPML3-YFP, Fluo-8 calcium fluorescence; 100% = the carbachol control signal; activation, % at 3 µM; hit rate 0.29% among 220,000; AID 1448;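 active means activation above its plate's cutoff, the mean activation of the plate's test wells plus 3 SD, cut at about 12% in these data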;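 further: 0% = DMSO only wells and 100% = carbachol wells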
#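 system = HEK293 cells stably carrying human TRPML3-YFP | doses = one concentration, 3 µM nominal, 0.3% DMSO | timing = dye loading 1 h 37 °C then 30 min ambient, 125 s read | detection = Fluo-8 calcium dye fluorescence, ex 470-495, em 515-575 nm | benchmarks = high control carbachol 87 µM, low control DMSO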
# S1P4 antag – human S1P4 receptor antagonism; O95977; AID 1510; hit rate 0.26% among 220,000; inhibition, % at 4.98 µM; S1P4-expressing cells, antagonist mode, reporter read-out; in the data active means inhibition above about 29%;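 further: 0% = wells stimulated with agonist and 100% = vehicle wells without agonist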
# NPY-Y1 antag – antagonists of human neuropeptide Y receptor Y1; P25929; HEK293-CNG Y1 cells, membrane potential fluorescence; NPY at EC95, then isoproterenol; inhibition, % at 3.6 µM; hit rate 1% among 200,000;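 active means inhibition above the campaign mean inhibition of all tested compounds plus 3 SD, cut at about 20% in these data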;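 further: 0% = DMSO wells given NPY plus isoproterenol and 100% = isoproterenol alone without NPY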
#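 Material: Y1- and CNG-channel-expressing HEK293 cells / Probe or stimulus: NPY 25 nM then isoproterenol 1 µM plus Ro 20-1724 25 µM / Doses: 3.6 µM single dose, DMSO 0.4% / Schedule: compound incubation 1 h at room temperature, readout 45 min post-stimulation / Signal: membrane potential fluorescence / Benchmarks: isoproterenol-only wells as full block versus NPY-plus-isoproterenol wells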
# S1P4 ag – activates the human S1P4 receptor | O95977 | S1P4-expressing cell line, agonist reporter assay | activation, % at 4.98 µM | hit rate 0.35% among 220,000; in the data active means activation above about 11%;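 further: 0% = DMSO vehicle and 100% = reference agonist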
# TRPN1 ag – agonists of zebrafish TRPN1 channel; HEK293 zebrafish TRPN1-YFP, Fluo-8 calcium fluorescence; 100% = response to 87 µM carbachol; activation, % at 3 µM; hit rate 0.18% among 220,000;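 active means activation above its plate's cutoff, the mean activation of test wells on that plate plus 3 SD, cut at about 19% in these data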;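 further: 0% = DMSO alone and 100% = 87 µM carbachol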
#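 Material: zebrafish TRPN1-YFP in HEK293 cells; Doses: single test compound dose, 3 µM nominal, 0.3% DMSO; Timing: dye loading 1 h at 37 °C, then 30 min room temperature; Technique: intracellular calcium fluorescence with Fluo-8; Benchmarks: high carbachol 87 µM, low DMSO alone.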
# Numbers without * were called inactive; · = no result given; & = joins results of further samples. Random draw from the library. About 6.5% of those tested had a hit in this group.
structure	EP2 mod	NPY2 pot ag	CHOP inh	NPY1 pot ag	TRPML3 ag	S1P4 antag	NPY-Y1 antag	S1P4 ag	TRPN1 ag
Cc1cccc(N2N=C(C(=O)Nc3nc(C)cs3)CCC2=O)c1	-10	-25	11	-9	0.6	-9	1	1.1	-0.6
O=C(O)c1cc(S(=O)(=O)N2CCCCCC2)c(Cl)cc1Cl	3	-1	-30	-12	0.6	-3	-1	-1.1	0.8
CCOC(=O)C1CCN(Cc2cnc(Oc3ccc(N)cc3)s2)CC1	-15	-6	14	-3	0.5	0	1	-0.6	0.6
O=C1CCN(Cc2nc(-c3ccc(Cl)cc3)no2)CCN1	-4	-7	17	-6	1.6	0	-1	1.0	2.8
NC(=O)c1oc2ccc(Cl)cc2c1NC(=O)CN1CCOCC1	-15	3	-2	20	0.0	-12	-3	0.4	2.1
O=C1c2ccccc2C(=O)N1CN(C(=O)COc1ccc(Cl)cc1Cl)c1cccc(F)c1	18	2	18	-2	0.4	-1	-5	1.4	-0.1
CCNc1nc(NCC)nc(N(C#N)CCOc2ccccc2)n1	38	-6	5	-7	-0.6	13	3	-0.4	-0.8
COc1ccc(S(=O)(=O)NCC2CCCN(C(=O)c3occc3C)C2)cc1 (stereo not drawn)	2	0	32	9	0.0	5	3	0.2	-1.6
Cc1ccccc1Nc1cc(C(=O)NCc2ccco2)c2ccccc2n1	-30	-4	3	-12	0.0	-18	6	0.1	-0.8
Cc1c(N2C(=O)C3C4C=CC(C4)C3C2=O)c(=O)n(-c2ccccc2)n1C (stereo not drawn)	-14	8	2	20	0.5	-12	·	1.6	0.4
COc1cccc(NC(=O)C2CCCN(S(=O)(=O)c3ccc(-n4cnnn4)cc3)C2)c1 (stereo not drawn)	-5	17	21	2	0.6	-5	0	-0.9	0.8
CSc1nnc(SCC#N)s1	0	-26	0	-9	0.5	-8	·	0.0	1.0
O=C(Cc1ccc(Cl)cc1)Nc1ccccc1Sc1ccccc1	75*	2	75*	-5	0.3	-18	8	0.3	-1.0
CS(=O)(=O)N(CC(=O)N1CCN(Cc2ccccc2)CC1)C1CCCCC1	-15	-2	-20	-10	0.9	1	7	-2.5	-0.3
COCCSc1nnc(NC(=O)Cc2ccc(OC)c(OC)c2)s1	-12&32	8	-4	1	0.7	5	1	0.9	0.5
CCCn1c(=O)[nH]c(=O)c2c1nc(-c1ccc3c(c1)OCCO3)n2CCN1CCOCC1	30	18	-12	8	0.9	-2	0	-0.1	1.1
COc1cccc(S(=O)(=O)NCc2ccc(C(=O)Nc3cccc(Cl)c3)cc2)c1	-15	8	71*	17	0.3	3	-7	0.1	-0.5
Cc1oc(-c2ccoc2)nc1CN(Cc1ccccc1)CC1CC1	55	-7	50	5	-0.5	4	1	1.3	-0.3
O=C(Nc1nccs1)c1ccc(-c2ccc(Cl)cc2)o1	-51&-37	-14	23	-23	-0.5	14	8	0.3	-2.8
CS(=O)(=O)c1[nH]nc(-c2ccccc2Cl)c1C#N	-20	-27	11	-12	1.2	13	·	-0.8	0.8
CCc1ccc(S(=O)(=O)NCCc2cn3ccsc3n2)s1	1	-2	-19	-4	0.6	-4	4	-0.5	0.4
O=C(C1CCCO1)N1CCN(c2c3c(nc4cc(-c5ccc(F)cc5)nn24)CCC3)CC1 (stereo not drawn)	-3&10	4	49	-15	-0.3	1	-6	-1.1	-0.1
COCCn1c(COc2ccc(C)cc2)nc2ccccc21	-14	-3	-7	13	-0.5	-5	5	1.9	-1.9
CCC(C)(C)n1nnnc1C(c1ccccn1)N1CCN(c2cccc(OC)c2)CC1 (stereo not drawn)	-8&13	12	-6	4	0.8	5	7	-1.0	-1.6
COCc1nnc(NS(=O)(=O)c2ccc(Br)cc2)s1	12	-2	46	-12	-0.3	-27	-1	1.8	0.2
COc1ccc(-c2nc(C)c(C(C)=O)n2O)cc1[N+](=O)[O-]	5	0	-54	5	0.9	-6	-4	0.7	-0.6
COc1ccc(C(=O)NCc2nnc(SCC(=O)Nc3cccc(C(F)(F)F)c3)o2)cc1OC	12	14	10	16	0.5	-19	-5	0.4	2.4
C#CCNC(=O)C1=C[C@H](C)[C@@H](CCCO)[C@H](OCC)O1	-12	-19	11	1	0.7	-13	0	0.9	0.0
COc1ccc(NC(=O)CCN2C(=O)C3C4CCC(C4)C3C2=O)cc1 (stereo not drawn)	13	9	1	-3	-0.5	-3	-4	-0.2	-0.2
COc1ccc(C2c3c(-c4ccccc4O)n[nH]c3C(=O)N2CCc2ccc(OC)c(OC)c2)cc1 (stereo not drawn)	11	-5	23	-10	-0.5	3	-5	1.9	0.8
COc1ccc(N2CCN(C(=O)CN(c3ccc(Br)cc3)S(C)(=O)=O)CC2)cc1	-10	5	33	-6	1.4	-3	0	-3.4	2.5
Cn1cccc1/C=C1\CCc2ccccc2C1=O	-48	12	48	0	0.9	-12	-2	39*	1.2
CC1(C)CC(NC(=O)c2ccccc2Cl)CC(C)(C)N1	-4	14	36	-7	0.1	-6	3	1.4	2.1
CC1(C)CC(=O)C(C2C3=C(CC(C)(C)CC3=O)Oc3ccc4ccccc4c32)C(=O)C1 (stereo not drawn)	2	1	77*	-3	0.7	-14	1	0.8	0.7
CCC(c1nnnn1Cc1ccc(F)cc1)N1CCN(C)CC1 (stereo not drawn)	-2	11	-7	20	0.8	-14	0	-1.1	-1.1
COCCN(C(=O)CSc1nnc(C)n1Cc1ccccc1)c1c(N)n(Cc2ccccc2)c(=O)[nH]c1=O	9	-13	-2	-1	0.5	19	4	0.0	1.5
CCC/C(=N\NC(=O)c1ccc(CSc2nncn2C)cc1)c1ccccc1	2	21	14	11	0.3	-15	1	0.2	1.2
COc1ccc([C@@H]2OC2(C(N)=O)C(N)=O)cc1	1	-8	-8	7	1.1	-20	·	2.3	3.0
O=C1c2cccnc2C(Nc2ccc(S(=O)(=O)N3CCCCC3)cc2)N1Cc1ccccc1 (stereo not drawn)	11	2	6	0	-0.4	-8	4	4.5	3.7
Nc1ncc(CCN2CCOCC2)c(-c2ccc(F)cc2)n1	0	-11	-3	-3	0.7	-12	2	2.0	-0.7
COC(=O)CC1C(=O)NCCN1C(=O)CSc1nc2cc(Cl)ccc2o1 (stereo not drawn)	-37	5	9	-1	0.3	3	-4	1.9	-0.4
O=C1CC(N2CCN(c3ccc(F)cc3)CC2)C(=O)N1c1ccccc1 (stereo not drawn)	19	-19	3	-15	1.2	-9	-5	-0.6	1.0
Nc1c(-c2ccc(Cl)cc2)cnn1C1CCS(=O)(=O)C1 (stereo not drawn)	10	3	18	-14	0.4	-11	7	-1.5	-0.6
COc1ccc(/C=N/NC(=O)c2ccc(CSc3nncn3C)cc2)cc1OC	1	6	13	17	0.6	-11	1	0.7	0.2
O=C(CNS(=O)(=O)c1ccccc1)NCC(=O)OCc1ccccc1F	15	7	13	7	0.5	2	8	-0.9	-0.8
CC1=NN(c2ccccc2)C(=O)/C1=C/c1c(O)n(-c2ccc(F)c(Cl)c2)[nH]c1=O	-13	10	-20	14	0.2	-18	-2	-1.0	0.4
Cc1c(CN2CCCCC2C)c(=O)n(-c2ccccc2)n1C (stereo not drawn)	8	3	-21	17	0.6	-3	-4	1.2	0.8
CN(c1ccccc1)S(=O)(=O)c1ccc(C(=O)Nc2nnc(-c3ccco3)o2)cc1	15	-17	21	-8	-1.3	-6	4	0.9	-0.9
O=C(COC(=O)CCC1CCCCC1)Nc1ccc(OC(F)F)cc1	14	-11	-10	-8	-0.2	-7	5	0.2	0.5
O=C(C1=C[C@@H](c2ccccc2)C[C@@H](OCc2ccc(CO)cc2)O1)N1CCCCCCC1	7	4	1	-16	-0.5	-6	3	0.9	-3.0

# Continued:
structure	EP2 mod	NPY2 pot ag	CHOP inh	NPY1 pot ag	TRPML3 ag	S1P4 antag	NPY-Y1 antag	S1P4 ag	TRPN1 ag
COCc1nn2c(N)c(C#N)cnc2c1-c1ccccc1	-5	-3	17	-5	0.3	-11	-5	-0.4	-2.3
CC1CC(CCC(=O)NC(=S)Nc2ccc(Cl)cn2)C(=O)O1 (stereo not drawn)	-25	-6	29	-1	0.2	10	9	-0.4	-0.6
c1ccc(-c2nnc(N3CCN(c4ccccc4)CC3)nc2-c2ccccc2)cc1	16	-4	8	13	0.9	3	·	1.0	1.1
S=c1[nH]nc(-c2cc(-c3ccccc3)n[nH]2)n1/N=C/C=C/c1ccccc1	-1	2	5	-12	0.3	-10	·	-0.1	0.1
Cc1cc(NC2C3CC4CC(C3)CC2C4)n2nnnc2n1 (stereo not drawn)	-22	5	10	5	0.3	8	-14	0.5	0.0
CC(C)(C)NC(=O)Cn1ccc(=N)c2ccccc21	17	0	-3	-13	0.9	-9	-5	-0.8	0.5
NS(=O)(=O)c1ccc(NC(=S)NC(=O)c2cccc(Br)c2)cc1	-90	-15	-13	8	-1.0	2	4	0.2	-1.3
COc1ccccc1CC1S/C(=N/N=C/c2ccco2)NC1=O (stereo not drawn)	19	-2	-4	4	0.1	-10	3	2.8	0.6
CCN(CC)S(=O)(=O)c1cccc(C(=O)Nc2ccccc2)c1	-22	4	·	3	0.9	0	3	2.2	3.1
COc1cc([N+](=O)[O-])ccc1NC(=O)C[n+]1ccccc1C	22	14	-8	3	0.3	-1	3	0.2	1.4
CSc1nc2ccc(Br)cc2[nH]1	-1	-7	8	-8	0.3	-7	1	0.6	-1.8
COc1ccccc1-c1nnc(SCCN2CCOCC2)n1-c1ccc(C)cc1	19	-6	31	-10	0.6	3	1	-2.0	0.7
CC(C)(C)n1nnnc1CN1CCN(C2CCCC2)CC1	21	18	9	-2	0.8	6	0	-1.1	-0.1
CCCn1c(SCC(=O)c2ccc3c(c2)NC(=O)CO3)nc2ccccc21	-6	-9	103*	16	0.7	-34	1	1.2	-1.8
CC1CCCN(CCCOc2ccc(Cl)cc2Br)C1 (stereo not drawn)	-25	1	47	-24	0.8	-14	12	0.6	0.5

# 3 compounds already listed, arranged by formula weight, rising.
structure	EP2 mod	NPY2 pot ag	CHOP inh	NPY1 pot ag	TRPML3 ag	S1P4 antag	NPY-Y1 antag	S1P4 ag	TRPN1 ag
COCc1nn2c(N)c(C#N)cnc2c1-c1ccccc1	-5	-3	17	-5	0.3	-11	-5	-0.4	-2.3
COCCSc1nnc(NC(=O)Cc2ccc(OC)c(OC)c2)s1	-12&32	8	-4	1	0.7	5	1	0.9	0.5
CN(c1ccccc1)S(=O)(=O)c1ccc(C(=O)Nc2nnc(-c3ccco3)o2)cc1	15	-17	21	-8	-1.3	-6	4	0.9	-0.9
